# HDAC3 inh – blocks human histone deacetylase 3. 0.15% of 320,000 active. recombinant HDAC3, fluorogenic peptide/trypsin coupled, fluorescence. inhibition, % at 8.3 µM. O15379; in the data active = inhibition above about 26%, passing the limit was not always enough
# Target sequence (O15379 whole entry, looked up): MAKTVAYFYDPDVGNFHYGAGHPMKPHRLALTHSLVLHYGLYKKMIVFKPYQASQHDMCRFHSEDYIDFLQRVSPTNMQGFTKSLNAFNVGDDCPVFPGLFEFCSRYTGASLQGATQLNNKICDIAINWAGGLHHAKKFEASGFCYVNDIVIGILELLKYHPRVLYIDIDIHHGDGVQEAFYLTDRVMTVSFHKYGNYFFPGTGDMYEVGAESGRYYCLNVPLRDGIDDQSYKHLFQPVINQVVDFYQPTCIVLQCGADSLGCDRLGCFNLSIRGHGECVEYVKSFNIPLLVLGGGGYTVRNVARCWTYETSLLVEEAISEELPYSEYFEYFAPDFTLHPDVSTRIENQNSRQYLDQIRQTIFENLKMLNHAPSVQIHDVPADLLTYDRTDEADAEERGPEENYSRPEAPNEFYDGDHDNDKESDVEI
# TRPC6 act – activators of mouse TRPC6 channel; HEK293-TRPC6 membrane potential dye fluorescence; stronger effect = higher value; AID 2550; 0.13% of 310,000 active; B-score at 10 µM; Q61143;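 active = B-score of the integrated fluorescence ratio above library mean plus 3 SD, and starting fluorescence ratio within library mean plus 5 SD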;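 also: higher score means more depolarization so channel activation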
# TMEM16A act – mouse TMEM16A channel activation, primary screen; 0.3% of 340,000 active; HEK293 TMEM16A/YFP-H148Q/I152L, iodide quench fluorescence; stronger effect = lower value; AID 623877; B-score at 10 µM;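 active = fluorescence-ratio B-score plate-corrected deviation score at least 3 library SD below zero, with starting fluorescence score within 5 deviations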;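 also: channel opened by trigger with iodide after compound preincubation; score built on the fluorescence ratio of max minus min over baseline; more negative score means more quench and so TMEM16A activation or potentiation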
# MrgX1 antag – antagonists of human MrgX1 receptor; B-score at 10 µM; MRGX1-HEK293 calcium flux, Fluo-4, BAM8-22 antagonism; stronger effect = lower value; 1.3% of 310,000 active; Q96LB2;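 active = calcium-response B-score plate-corrected more than 3 library SD below zero, starting fluorescence within 5 deviations, no agonist response on first addition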;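 also: peak minus trough fluorescence over baseline after final BAM8-22 challenge near maximal dose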
# Target sequence (Q96LB2 whole entry, looked up): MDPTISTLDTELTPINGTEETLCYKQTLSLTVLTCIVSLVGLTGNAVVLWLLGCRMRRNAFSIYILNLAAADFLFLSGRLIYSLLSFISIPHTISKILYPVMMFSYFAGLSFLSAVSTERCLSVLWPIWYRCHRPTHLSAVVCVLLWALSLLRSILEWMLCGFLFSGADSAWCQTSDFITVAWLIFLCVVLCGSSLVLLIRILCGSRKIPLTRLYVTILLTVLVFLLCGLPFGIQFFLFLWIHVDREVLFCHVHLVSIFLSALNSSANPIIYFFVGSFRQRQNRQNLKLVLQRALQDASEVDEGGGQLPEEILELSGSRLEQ
# RGS4 block – human RGS4 inhibition; HEK293 M3R/RGS4 inducible, Fluo-4 calcium flux; stronger effect = higher value; triggered by carbachol at its EC20; B-score at 10 µM; 0.45% of 310,000 active; AID 463165;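 active = B-score, a plate-corrected calcium signal, over three deviations above library mean, with baseline fluorescence within five deviations of library mean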;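 also: RGS4 expression induced by doxycycline in cells with stable M3 receptor; B-score is computed from the integrated fluorescence ratio over baseline after carbachol; higher B-score means a larger calcium signal and so more RGS4 inhibition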
# Target sequence (P49798 whole entry, looked up): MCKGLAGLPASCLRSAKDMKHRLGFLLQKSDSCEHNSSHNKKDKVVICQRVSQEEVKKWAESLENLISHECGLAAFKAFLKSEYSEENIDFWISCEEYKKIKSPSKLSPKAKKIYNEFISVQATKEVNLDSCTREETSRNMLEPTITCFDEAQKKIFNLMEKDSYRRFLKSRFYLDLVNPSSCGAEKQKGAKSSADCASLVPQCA
# ANO1 block – mouse TMEM16A channel inhibition, primary screen | Q8BHY3 | HEK293 TMEM16A/YFP iodide influx fluorescence, ionomycin | normalized B-score (activity score, 25-100; higher = stronger inhibition) at 10 µM | 1.2% of 310,000 active | AID 588511;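 active = ratio plate-corrected score three or more library SD toward inhibition, starting fluorescence score within five deviations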;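 also: score derived from kinetic fluorescence span divided by baseline fluorescence per well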
# MrgX1 PAM – human MrgX1 positive allosteric modulation, primary screen; AID 588675; B-score at 10 µM; 0.63% of 310,000 active; MrgX1-HEK293, Fluo-4 calcium flux, FDSS; stronger effect = higher value; Q96LB2;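 active = plate-corrected calcium response at least 3 library SD above typical, normal starting fluorescence, not activating the receptor alone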;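 also: compound read alongside a low EC10 to EC30 dose of BAM8-22 agonist; peak minus trough fluorescence over baseline measured at the second addition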
# MrgX1 agonist – activates human MrgX1 receptor signaling; Q96LB2; MrgX1-HEK293 cells, Fluo-4 calcium fluorescence, agonist mode; stronger effect = higher value; B-score at 10 µM; 0.44% of 310,000 active; AID 588627;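 active = calcium response B-score plate-corrected fluorescence ratio at least 3 library SD, with starting fluorescence B-score inside 5 SD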
#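 System: HEK293 cells stably expressing human MrgX1 receptor; Dosing: test compound in the initial addition of three; Schedule: overnight plating, then 30 min 37 °C plus 30 min room-temperature dye loading; Detection: kinetic calcium dye fluorescence, Fluo-4 NW; Controls: per-plate positive and negative controls for Z′ factor.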
# RGS4 pot – RGS4 potentiation or activation. B-score at 10 µM. 0.92% of 310,000 active. HEK293 M3R/inducible RGS4, carbachol calcium flux Fluo4; stronger effect = lower value;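 active = B-score of the integrated calcium signal more than 4 SD below the library mean, with starting fluorescence not abnormally high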;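 also: negative B-score means reduced calcium response which marks RGS4 activation or potentiation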
#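 System – HEK293 FlpIn-TREx cells, stable M3R, doxycycline-inducible RGS4 · Reagent – ECmax carbachol challenge · Times – compound preincubation 20 min at room temperature before agonist · Technique – Fluo4 fluorescence kinetic imaging of calcium · Measure – B score of integrated Fluo4 ratio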
# TRPC6 inhibitor – mouse TRPC6 channel inhibition | B-score at 10 µM | 1.1% of 310,000 active | HEK293-TRPC6, membrane potential dye, ACh-evoked depolarization; stronger effect = lower value;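 active = B-score under library mean minus 3 SD, initial fluorescence not abnormally high, positive integrated signal ratio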;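 also: B-score derived from integrated fluorescence ratio over the kinetic read; more negative B-score means stronger inhibition of depolarization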
# SKKanGAS inh – inhibitors of SKKanGAS S. pyogenes growth in kanamycin (SK-promoter or general growth effect); BacTiter-Glo, 6 h; inhibition, % at 7.5 µM; 1.3% of 300,000 active;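 active = mean replicate score, as percent of positive control median, at least 50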;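 also: strain carries kanamycin resistance gene driven by streptokinase promoter and grows in 40 µg/ml kanamycin; loss of luminescence reflects streptokinase promoter inhibition or plain growth inhibition; 0% = median of DMSO wells and 100% = positive control at its reference dose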
# The depositor's hits bear a star; i = inactive; . = not tested or not shown. The order is random; overall some 6.7% were active at least once.
SMILES,HDAC3 inh,TRPC6 act,TMEM16A act,MrgX1 antag,RGS4 block,ANO1 block,MrgX1 PAM,MrgX1 agonist,RGS4 pot,TRPC6 inhibitor,SKKanGAS inh
Cc1c(N=Cc2ccc(-c3ccc(Cl)cc3)o2)c(=O)n(-c2ccccc2)n1C,5,i,i,i,i,i,i,i,i,i,-1
CCN(Cc1ccccc1)S(=O)(=O)c1ccc(S(=O)(=O)N2CCN(CCC#N)CC2)cc1,-2,i,i,i,i,i,i,i,i,i,-1
CC(C)=CCN1CCN(Cc2cccn2-c2nccs2)CC1CCO (stereo unspecified),.,i,i,i,i,i,i,i,i,i,-9
Cc1cccc(NC(=O)c2sc3nc(-c4ccc(F)cc4)cn3c2C)n1,-8,i,i,i,i,i,i,i,i,i,8
CCc1ccccc1NC(=O)c1cc(C2CC2)on1,-3,i,i,i,i,i,i,i,i,i,-3
Cc1ccccc1Nc1nnc(SCc2cc(=O)n3ccsc3n2)s1,0,i,i,i,i,i,i,i,i,i,1
CCn1c(Cc2ccccc2)nnc1SCC(=O)N1CCCCC1,0,i,i,i,i,i,i,i,i,i,-1
COc1ccc(NC(=O)CSc2nnc(NC(=O)CN3CCOCC3)s2)cc1,1,i,i,i,i,i,i,i,i,i,-12
CCCCCNC(=O)C1CC=CCC1C(=O)O (stereo unspecified),7,i,i,i,i,i,i,i,i,i,0
CCCCNCC1C(Oc2ccc(Cl)cc2)C(=O)N1c1ccccc1C (stereo unspecified),1,i,i,i,i,i,i,i,i,i,1
O=C(Cc1ccccc1)NCCS(=O)(=O)N1CCN(c2ccccc2)CC1,0,i,i,i,i,i,i,i,i,i,54*
Cc1occc1-c1nnc(SCC(=O)c2c(N)n(Cc3ccccc3)c(=O)n(C)c2=O)n1C,-7,i,i,i,i,i,i,i,i,i,7
NC(=O)NC(CC(=O)NCCc1ccc(S(N)(=O)=O)cc1)c1ccc(Cl)cc1 (stereo unspecified),-3,i,i,i,i,i,i,i,i,i,-7
O=c1[nH]c2ccc(Cl)cc2c(-c2ccccc2)c1N1CCOCC1,-4,i,i,i,i,i,i,i,i,i,-8
CC(C)N1C(=O)C2C(C(=O)NCc3ccccc3)C3C=CC2(O3)C1C(=O)NC(C)(C)C (stereo unspecified),-1,i,i,i,i,i,i,i,i,i,1
COc1ccc(C(=O)/C=C/c2ccc(F)cc2)c(OC(=O)c2ccc([N+](=O)[O-])cc2)c1,3,i,i,i,i,i,i,i,i,i,23
Cc1ccc(-c2nnc3cccc(Cl)n23)cc1,5,i,i,i,i,i,i,i,i,i,-4
O=C(COc1cc([N+](=O)[O-])cc2cccnc12)NCCC1=CCCCC1,-1,i,i,i,i,i,i,i,i,i,-1
CCCC(=O)N(CCN(C(=O)CCC)c1ccccc1)c1ccccc1,6,i,i,i,i,i,i,i,i,i,4
CC(C)[C@@H](NC(=O)OC(C)(C)C)C(=O)NCC1CCC(C(=O)N[C@@H](Cc2ccccc2)C(=O)O)CC1 (stereo partly specified),2,i,.,i,i,i,i,i,i,i,-5
CC(=O)N(c1ccccc1)c1nc(C)cc(C)c1C#N,5,i,i,i,i,i,i,i,i,i,13
CCCOc1ccc(Cc2c(Cl)nc(SC)nc2N(C)C)cc1,7,i,i,i,i,i,i,i,i,i,64*
CN(CP(=O)(O)CN(C)S(C)(=O)=O)S(C)(=O)=O,0,i,i,i,i,i,i,i,i,i,-3
COc1cccc2cc(C(=O)N3CC(C)OC(C)C3)c(=O)oc12 (stereo unspecified),-6,i,i,i,i,i,i,i,i,i,1
C/C=C/Cn1c(SCc2ccc(Cl)cc2)nc2c1c(=O)[nH]c(=O)n2C,2,i,i,i,i,i,i,i,i,i,4
COc1ccc(NC(=O)c2ccc(CN(c3cc(Cl)ccc3C)S(=O)(=O)c3ccccc3)cc2)cc1OC,0,i,i,i,i,i,i,i,i,i,7
COc1ccc(CN2CCNC(=O)C2CC(=O)NC2CCCC2)cc1OC (stereo unspecified),0,i,i,i,i,i,i,i,i,i,-17
C/C(=N\NC(=O)c1ccc(C)cc1C)c1ccc2c(c1)Nc1ccccc1S2,9,i,i,i,i,i,i,i,i,i,16
CC(C)CC(=O)NC1(C(F)(F)F)C(=O)N(Cc2ccccc2)C2=C1C(=O)CC(C)(C)C2 (stereo unspecified),-1,i,i,i,i,i,i,i,i,i,-11
O=C1CC(c2ccc3c(c2)OCO3)C2=C(CCCC2=O)N1 (stereo unspecified),-2,i,i,i,i,i,i,i,i,i,-3
O=C(NC(=S)Nc1cccc2cccnc12)c1cccs1,-8,i,i,i,i,i,i,i,i,i,-4
CCOc1ccc(NC(=O)C2CCCN(C)C2)cc1 (stereo unspecified),-1,i,i,i,i,i,i,i,i,i,-5
Cc1nnc2n1CCCCC2,7,i,i,i,i,i,i,i,i,i,4
CCCCNC(=O)C1c2cc(OC)c(OC)cc2C(=O)N(C)C1c1ccc(OC)cc1 (stereo unspecified),4,i,i,i,i,i,i,i,i,i,-25
O=C(/C=C/c1ccccc1[N+](=O)[O-])c1ccc(F)cc1,-2,i,i,i,i,i,i,i,i,i,-2
Cc1nn(-c2cc(N3CCNCC3)ccc2[N+](=O)[O-])c(=O)c2ccccc12,0,i,i,i,i,i,i,i,i,i,1
Nc1nc2n[nH]nc2c(=O)[nH]1,-1,i,i,i,i,i,i,i,i,i,2
O=C(O)c1ccccc1C(=O)N1CCN(c2cccc(Cl)c2)CC1,0,i,i,i,i,i,i,i,i,i,3
COc1ccc(-n2cnc3sccc3c2=O)cc1,12,i,i,i,i,i,i,i,i,i,3
Cc1ccccc1-n1c(SCC(=O)Nc2ccc3c(c2)OCO3)nnc1-c1ccccn1,2,i,i,i,i,i,i,i,i,i,-1
COc1ccc(NC(=O)c2ccc3nccnc3c2)cc1,3,i,i,i,i,100*,i,i,i,i,-4
CN(C)CCNC(=O)c1cc(Br)ccc1Cl,-5,i,i,i,i,i,i,i,i,i,-4
CC1Oc2ccccc2C=C1/C=C1/SC(N2CCOCC2)=NC1=O (stereo unspecified),5,i,i,i,i,i,i,i,i,i,6
Cc1ccc(C2=NC3(CCCCC3)N=C2SCC(=O)Nc2ccc3c(c2)OCCO3)cc1,-4,i,i,i,i,i,i,i,i,i,13
O=C(N/N=C/C(Cl)=C/c1ccccc1)c1ccccn1,3,i,i,i,i,i,i,i,i,i,4
Cc1cc(C)c(S(=O)(=O)NNC(=O)C2CCN(Cc3ccccc3)CC2)c(C)c1,1,i,i,i,i,i,i,i,i,i,-1
CCCCCn1cnc2sc(-c3ccccc3)cc2c1=O,8,i,i,i,i,i,i,i,i,i,12
COc1ccc(S(=O)(=O)Nc2cccc(-c3ccc4nncn4n3)c2)cc1F,1,i,i,i,i,i,i,i,i,i,2
COc1cc(/C=C2\C=CC(=O)O2)cc(OC)c1,8,i,i,i,i,i,i,i,i,i,6
CCOC(=O)c1cnc2nc(SCc3ccccc3Cl)[nH]n2c1=O,5,i,i,i,i,i,i,i,i,i,0
O=[N+]([O-])c1ccc(OCCOCCOc2ccc([N+](=O)[O-])cc2)cc1,-5,i,i,i,i,i,i,i,i,i,-11
COCCNC(=O)[C@H](C)[C@H]1C[C@]1(C)[C@H](NC(=O)OCc1ccccc1)c1ccccc1,1,i,i,i,i,i,i,i,i,i,5
COc1cccc(OC)c1C(=O)Nc1ccc(Br)c(C(=O)c2ccccc2)c1,8,i,i,i,i,i,i,i,i,i,-2
COc1ccccc1CN1CCCCC1C(=O)O (stereo unspecified),6,i,i,i,i,i,i,i,i,i,-6
Cc1cc2nc(-c3ccc(SCC(=O)N4CCN(C(=O)c5ccco5)CC4)nc3)[nH]c2cc1C,-6,i,.,i,i,i,i,i,i,i,17
CC1=CC2=NC(=O)/C(=C/c3cccn3Cc3ccccc3)C(=N)N2O1,3,i,i,i,i,i,i,i,i,i,-2
COc1ccccc1NC(=S)NC1CCCCCC1,-1,i,i,i,i,i,i,i,i,i,5
Cc1onc(-c2c(F)cccc2Cl)c1C(=O)N=C(N)N1CC(C)OC(C)C1 (stereo unspecified),5,i,i,i,i,i,i,i,i,i,4
Cc1ccc(C)c(N(CC(=O)NC2CCCC2)C(=O)CCC(=O)Nc2cc(C)on2)c1,7,i,i,i,i,i,i,i,i,i,-2
Cc1ccc(NC(=S)N2CCN(CCN3C(=O)c4cccc5cccc(c45)C3=O)CC2)cc1,-2,i,i,i,i,i,i,i,i,i,21

# (continued)
SMILES,HDAC3 inh,TRPC6 act,TMEM16A act,MrgX1 antag,RGS4 block,ANO1 block,MrgX1 PAM,MrgX1 agonist,RGS4 pot,TRPC6 inhibitor,SKKanGAS inh
O=C(O)/C=C\C(=O)Nc1ccccc1F,.,i,i,i,i,i,i,i,i,i,7
O=C(COC(=O)c1cc(Cl)ccc1O)NNC(=O)c1ccc([N+](=O)[O-])cc1,3,i,i,i,i,i,i,i,i,i,-8
O=C1CCC/C1=C/Nc1ccc(Cl)cc1,9,i,i,i,i,i,i,i,i,i,-3
CCOC(=O)N1CCN(C(=O)c2ccc3c(c2)NC(=O)/C(=C/c2ccccc2)S3)CC1,1,i,i,i,i,i,i,i,i,i,93*
Cn1c(=O)c2cc(S(=O)(=O)Nc3cccc(F)c3)ccc2n(C)c1=O,3,i,i,i,i,i,i,i,i,i,18
CCOc1ccccc1NC(=O)CN(c1ccc(Cl)cc1)S(C)(=O)=O,2,i,i,i,i,i,i,i,i,i,-2
CCOc1ccc2nc(N3CCC(C(=O)N4CCN(c5ccccn5)CC4)CC3)sc2c1,-2,i,i,i,i,i,i,i,i,i,7
COc1ccc(CNC(=O)CN2CCC(NC(=O)c3ccc(OC)cc3)CC2)cc1,.,i,i,.,i,.,.,.,i,i,0
CC(C)(C)Nc1nc(-c2ccc3c(c2)CCN3C(=O)C2CC2)cs1,-1,i,i,i,i,i,i,i,i,i,0
CCCCN(CCCC)c1nc(OC)nc(-n2nnc(C(C)=O)c2C)n1,1,11*,i,i,i,25*,i,i,i,i,25
CCN(CC)CC(=O)Nc1scc2c1c(=O)oc1ccccc12,3,i,i,i,i,i,i,i,i,i,-4
